Compound activity (PubChem BioAssay)
eIF4E-4G inh – eIF4E–eIF4G protein interaction inhibitors, primary screen, biochemical, uHTS, TR-FRET, eIF4GI fragment. inhibition, % at 21.7 µM. 220,000 compounds, 0.37% hits. AID 782, 2007. Eukaryotic translation initiation factor 4E (Mus musculus) + Eukaryotic translation …. TR-FRET eIF4E-eIF4GI(517-606) binding, 2 h;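 active = inhibition above about 30%, limit read from the data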;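 also: 0% = full FRET control wells and 100% = background wells lacking eIF4GI fragment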
Wee1 stabilizer – Wee1 degradation inhibitors, primary screen, cell-based, HeLa, Wee1K328M-luciferase, luminescence; Wee1-like protein kinase (Homo sapiens), P30291; HeLa Luc-Wee1K328M stability; 100% = proteasome inhibitor MG132 effect; reporter increase, % at 5 µM; 220,000 compounds, 1.2% hits; AID 1321, 2008;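 active = activation above the mean of all tested compounds plus 3 SD, set per screening run, cut at about 8.8% in these data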;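 also: cells exposed to compound for 20 h before luminescence read; 0% = DMSO alone and 100% = MG132 at 30 µM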
FXIa inh 1536 – human FXIa protease inhibitors, primary screen, biochemical, 1536-well; Coagulation factor XI (Homo sapiens), P03951; purified FXIa, Boc-Glu-Ala-Arg-AMC fluorogenic substrate; inhibition, % at 5 µM; 220,000 compounds, 0.14% hits; AID 798, 2007;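 active = inhibition of at least 40%; inactive = inhibition below 40%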;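 also: fluorescence of freed AMC excited at 355 nm; 0% = enzyme without compound and 100% = no enzyme blank; many of its hits are not listed in these tables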
hK5 inh – human KLK5 protease inhibitors, primary screen, biochemical, 1536-well. Kallikrein-5 (Homo sapiens), Q9Y337. recombinant hK5, fluorogenic AMC substrate cleavage. inhibition, % at 5 µM. 210,000 compounds, 0.59% hits. AID 873, 2007;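 active = inhibition of 40% or more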;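 also: 0% = enzyme controls without compound and 100% = no-enzyme blanks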
Target sequence (Q9Y337 67-293 limits assumed): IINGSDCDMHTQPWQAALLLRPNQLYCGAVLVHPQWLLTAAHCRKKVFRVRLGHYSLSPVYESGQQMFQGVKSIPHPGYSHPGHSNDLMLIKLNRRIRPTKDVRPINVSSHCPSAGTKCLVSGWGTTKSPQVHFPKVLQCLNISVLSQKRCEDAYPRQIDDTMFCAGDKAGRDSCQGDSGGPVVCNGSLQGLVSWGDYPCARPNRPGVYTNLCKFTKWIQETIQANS
p97 ATPase inh – inhibitors of human p97 ATPase, primary screen, biochemical | 220,000 compounds, 0.42% hits | AID 1481, 2009 | recombinant p97 ATPase, Kinase-Glo ATP luminescence, 3 h | inhibition, % at 8 µM | Transitional endoplasmic reticulum ATPase (Homo sapiens), P55072; in the data active = inhibition above about 15%;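 also: 0% = DMSO vehicle and 100% = wells lacking enzyme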
FXIIa inh 1536 – human FXIIa protease inhibitors, primary screen, biochemical, 1536-well; Coagulation factor XII (Homo sapiens), P00748; purified FXIIa, Boc-QGR-AMC fluorogenic substrate, 2 h; inhibition, % at 5 µM; 220,000 compounds, 0.3% hits; in the data active = inhibition above about 40%;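 also: 0% = enzyme with no compound and 100% = blank without enzyme; many of its hits are not listed in these tables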
14-3-3 Bad PPI – inhibitors of 14-3-3 zeta/Bad binding, primary screen, biochemical, TR-FRET, bovine 14-3-3 zeta | AID 781, 2007 | inhibition, % at 21.7 µM | TR-FRET 14-3-3zeta/Dy647-pBad peptide displacement, 1 h | 14-3-3 protein zeta/delta (Bos taurus), P63103 | 220,000 compounds, 0.71% hits;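 active = inhibition above about 70%, limit read from the data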;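 also: 0% = full 14-3-3 plus peptide FRET controls and 100% = background without 14-3-3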
Target sequence (P63103 whole entry, looked up): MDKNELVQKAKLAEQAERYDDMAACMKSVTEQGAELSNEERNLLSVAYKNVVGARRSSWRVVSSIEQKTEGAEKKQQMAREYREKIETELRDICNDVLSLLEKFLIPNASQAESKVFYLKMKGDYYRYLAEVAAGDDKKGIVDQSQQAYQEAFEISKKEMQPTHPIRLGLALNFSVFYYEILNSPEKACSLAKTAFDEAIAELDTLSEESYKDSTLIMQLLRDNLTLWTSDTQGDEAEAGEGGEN
Mdm2 ligase inh – MDM2-luciferase reporter signal enhancers, primary screen, MDM2 E3 ligase inhibitor project, cell-based, luminescence, 1536-well. E3 ubiquitin-protein ligase Mdm2 (Homo sapiens), Q00987. cell-based MDM2 ubiquitination luciferase reporter, 2 h; 0 = plate control, 100 = twice control, blank-subtracted. 210,000 compounds, 0.11% hits. AID 1230, 2008. signal enhancement, % at 5 µM;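 active = signal enhancement of 30% or more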;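 also: luminescence tracks abundance of the self-degrading MDM2-luciferase fusion protein; higher signal means inhibition of MDM2 E3 ligase activity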
Target sequence (Q00987 whole entry, looked up, the tested form may be a part): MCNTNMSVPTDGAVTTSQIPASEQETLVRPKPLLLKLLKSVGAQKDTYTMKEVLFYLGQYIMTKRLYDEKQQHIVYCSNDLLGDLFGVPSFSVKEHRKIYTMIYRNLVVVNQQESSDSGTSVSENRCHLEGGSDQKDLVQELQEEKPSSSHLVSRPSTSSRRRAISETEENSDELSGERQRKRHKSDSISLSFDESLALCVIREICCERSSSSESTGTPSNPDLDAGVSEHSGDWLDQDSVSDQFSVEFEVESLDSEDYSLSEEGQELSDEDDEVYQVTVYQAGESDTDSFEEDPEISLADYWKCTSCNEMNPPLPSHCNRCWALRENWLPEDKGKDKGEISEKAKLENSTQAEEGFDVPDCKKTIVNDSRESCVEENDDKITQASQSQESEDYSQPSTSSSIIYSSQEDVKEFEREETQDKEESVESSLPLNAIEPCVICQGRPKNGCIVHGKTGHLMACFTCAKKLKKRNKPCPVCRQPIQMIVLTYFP
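test system = mammalian cells stably expressing self-ubiquitinating, self-degrading MDM2 E3–luciferase fusion | quantity = 2000 cells/well | incubation = cell settling 4 h, compound treatment 2 h, both 37 °C | signal = luminescence with SteadyLite reagent, 15 min at room temperature | evaluation = % enhancement relative to plate controls after blank subtraction | benchmarks = plate controls and plate blanks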
Rad51 HR inh – human RAD51 strand exchange inhibitors, primary screen, biochemical, fluorescence; 200,000 compounds, 0.085% hits; inhibition, % at 10 µM; hRad51 DNA strand exchange, fluorescence dequenching; DNA repair protein RAD51 homolog 1 (Homo sapiens), Q06609;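 active = inhibition above 40% at the single screening dose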;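 also: 0% = DMSO control wells and 100% = blanks with heterologous ssDNA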
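Read-out basis: percent inhibition relative to plate controls and blanks / Assay system: human Rad51 nucleoprotein filaments preassembled on unlabelled ssDNA / Timing: filaments 15 min 37 °C, then compound 30 min / Control set: per-plate controls and blanks / Technique: fluorescence dequenching at 485/520 nm / Compound: 10 µM final, single point / Also added: Fluorescein- and BHQ1-tagged 47-mer duplex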
Numbers without * were called inactive; · = no result given; [ ] = dose if it differs, or a comment.

No.	eIF4E-4G inh	Wee1 stabilizer	FXIa inh 1536	hK5 inh	p97 ATPase inh	FXIIa inh 1536	14-3-3 Bad PPI	Mdm2 ligase inh	Rad51 HR inh	canonical_smiles
1	11	-1	-6	2	8	7	1	-12	-2	COc1ccc(N(CC(=O)N/N=C/c2cccs2)S(=O)(=O)c2ccc(OC)c(OC)c2)cc1
2	2	-2	1	·	3	10	1	7	·	CCCCN(CC(=O)NCCOC)C(=O)Cn1nnc2ccccc21
3	1	-4	4	-7	3	9	2	-10	4	S=c1[nH]nc(Cc2ccccc2)n1-c1ccccc1
4	-1	-2	-3	-1	-2	8	7	-10	-1	CC(C)Cn1c(=O)c2ccccc2c2ccccc2c1=O
5	-4	-1	-8	-15	3	7	2[fluorescence artefact?]	-3	1	CCCCCOc1ccc(C(=O)NCC(=O)NCC(=O)OCC)cc1
6	-4	1	-2	-5	0	7	-12	-14	-4	Cc1cc(C)c(C#N)c(SCS(=O)c2ccc(C(C)(C)C)cc2)n1 (stereo not drawn)
7	5[fluorescence artefact?]	1	2	-9	8	16	4	-19	-1	CCn1c(N)c(C(=O)NC)sc1=S
8	5	-1	-3	-2	2	2	-11	-85	3	Cc1cc(C(=O)COC(=O)c2ccco2)c(C)n1Cc1ccco1
9	1	-2	-1	-7	5	7	6[fluorescence artefact?]	-5	-7	COc1cc(NC(=O)CSc2ccccc2)c(C(=O)O)cc1OC
10	3	2	14	-9	0	17	-13	3	6	CCCOc1ccc(CN(CCC#N)C(=S)NC(=O)c2ccccc2)cc1
11	-1	-2	-6	2	2	9	1	-6	3	CC(=O)N1CCN(c2ccc(C(N)=O)cc2[N+](=O)[O-])CC1
12	-17	0	0	-23	4	-3	-14[fluorescence artefact?]	-10	8	CCc1cc2c(=O)nc3n(c2s1)Cc1ccccc1/C3=C(/O)c1cccc([N+](=O)[O-])c1
13	9	-2	2	-11	-6	9	-5	-13	-7	Cn1c(=O)c2c(nc(SCC(=O)NCc3ccc4c(c3)OCO4)n2Cc2ccc(Cl)cc2)n(C)c1=O
14	-9[fluorescence artefact?]	-1	5	-11	2	3	6	2	2	CC1(C)OC(=O)C(=CNc2ccccc2)C(=O)O1
15	-1[fluorescence artefact?]	-2	1	-3	4	19	-2[fluorescence artefact?]	2	-5	COc1ccc(N2C(=O)C3C4C=CC(C4)C3C2=O)c(OC)c1 (stereo not drawn)
16	5	2	-9	27	6	-11	-1	-20	7	COc1ccc(NC(C)=O)cc1NC(=O)CSc1nnc(-c2ccccn2)n1C
17	-2[fluorescence artefact?]	-2	-8	12	3	9	-13	-5	-2	CCC1(O)CC(C(=O)OC)=NN1C(=O)c1ccccc1 (stereo not drawn)
18	-2	3	4	5	7	17	-3	-11	·	O=C(Oc1ccc(/C=N/n2cnnc2)cc1)c1cccc([N+](=O)[O-])c1
19	22[fluorescence artefact?]	-1	-3	-13	2	-3	4	1	3	COc1ccc(CNC(=O)CN=C2NC(=O)C(c3ccccc3)(c3ccccc3)N2)cc1
20	-4	1	-6	0	5	8	1	-8	1	CC(=O)OC(C)C(=O)NS(=O)(=O)c1ccc(C)cc1 (stereo not drawn)
21	-2	-1	3	-5	2	4	-7	12	11	COc1cccc(N2CCN(C(=O)NC3CCCCC3)CC2)c1
22	-1	4	-9	-1	-12	4	8	-34	4	Nc1nc2ccccc2n1C(=O)c1cccs1
23	1	2	-2	1	-1	6	-7	1	0	CCOc1ccc(N(Cc2nnc3n2CCCCC3)C(=O)Nc2cccc(C)c2)cc1
24	5	-3	0	4	3	5	3	9	-1	Cc1cc([N+](=O)[O-])ccc1NC(=O)CN1C2CCC1CC(NC(=O)NC13CC4CC(CC(C4)C1)C3)C2 (stereo not drawn)
25	1	-2	-4	0	6	2	4	0	·	O=C(O)CC(C(=O)OCCOc1ccccc1)N1CCOCC1 (stereo not drawn)
26	-7	1	1	1	2	10	3	0	6	CCOc1ccccc1C(=O)NCc1ccc2c(c1)OCO2
27	14[fluorescence artefact?]	-1	14	30	6	26	-8[fluorescence artefact?]	·	1	COC(=O)c1ccc2ncccc2c1
28	-17	2	0	0	-4	5	4	-51	6	CCCCCCCCCn1ccc(=N)cc1
29	5	0	3	7	7	8	3	-7	-10	NS(=O)(=O)c1ccc(Nc2nc(-c3cccc([N+](=O)[O-])c3)cs2)cc1
30	-1	-1	1	3	2	8	-5	-14	10	Nc1c(-c2nn[nH]n2)cnn1-c1cc(Cl)cc(Cl)c1

A second format for part of the listing above:
22. Nc1nc2ccccc2n1C(=O)c1cccs1
- eIF4E-4G inh: -1
- Wee1 stabilizer: 4
- FXIa inh 1536: -9
- hK5 inh: -1
- p97 ATPase inh: -12
- FXIIa inh 1536: 4
- 14-3-3 Bad PPI: 8
- Mdm2 ligase inh: -34
- Rad51 HR inh: 4

30. Nc1c(-c2nn[nH]n2)cnn1-c1cc(Cl)cc(Cl)c1
- eIF4E-4G inh: -1
- Wee1 stabilizer: -1
- FXIa inh 1536: 1
- hK5 inh: 3
- p97 ATPase inh: 2
- FXIIa inh 1536: 8
- 14-3-3 Bad PPI: -5
- Mdm2 ligase inh: -14
- Rad51 HR inh: 10

(cont.)
No.	eIF4E-4G inh	Wee1 stabilizer	FXIa inh 1536	hK5 inh	p97 ATPase inh	FXIIa inh 1536	14-3-3 Bad PPI	Mdm2 ligase inh	Rad51 HR inh	canonical_smiles
31	0[fluorescence artefact?]	1	2	-6	5	12	-6	-5	·	Cc1ccc(C(=O)NC(=S)N2CCN(C)CC2)cc1
32	14	1	4	-11	6	9	-19[fluorescence artefact?]	-3	11	O=C(N/N=C/c1ccc(Br)cc1)c1ccc(F)cc1
33	0	0	1	6	1	6	-7	-7	-57	Cc1c(N=C2N=C(NC(=O)NC(C)(C)C)c3ccccc32)c(=O)n(-c2ccccc2)n1C
34	-3	-3	0	-1	3	10	5	·	0	O=C(Nc1ccc(NC(=O)c2cccs2)cc1)c1ccc2c(c1)OCO2
35	2	1	-7	41*	2	11	-16	68*	8	Cc1noc(C)c1COc1ccc(C(=O)NCc2ccccn2)cc1
36	2	0	-9	-3	-5	-11	4	-7	-3	CCN(CC)CCN1C(=O)C(=O)/C(=C(/O)c2ccc(C)cc2)C1c1ccncc1 (stereo not drawn)
37	10	-2	19	22	0	23	7	-19	7	CCc1ccc(-c2csc(NC(=O)C3CCCO3)c2C(=O)OC(C)C)cc1 (stereo not drawn)
38	0	2	4	-21	-2	17	-14	-5	6	CC1CC(C)CN(c2ncc3c(n2)CC(c2ccccc2)CC3=O)C1 (stereo not drawn)
39	13	-2	9	-3	-2	11	-3	-22	2	CN(C)S(=O)(=O)c1ccc(NC(=O)Cc2ccc(S(=O)(=O)N3CCOCC3)s2)cc1
40	-1	-2	-1	-1	3	9	-11	0	15	COCCNC(=S)Nc1ccc(Cl)c(Cl)c1
41	11	-3	3	6	7	12	69	8	-3	N#Cc1c(Cl)nc(SCc2ccccc2)nc1-c1ccccc1
42	2	6	8	-7	2	13	-3[fluorescence artefact?]	4	22	COc1cc(C(=O)Nc2nc(C)c(Cc3ccc4c(c3)OCO4)s2)cc(OC)c1OC
43	0	-2	-11	-3	-3	-2	-8	-13	6	CN=C(Nc1ccccc1OC)SC1CC(=O)N(c2ccc(C(=O)OC)cc2)C1=O (stereo not drawn)
44	1	1	-2	-1	1	6	0	1	-4	Cc1onc(-c2ccccc2)c1C(=O)Nc1sc2c(c1C#N)CCC2
45	3	-1	1	-9	5	9	2[fluorescence artefact?]	-19	-1	Cn1cnc([N+](=O)[O-])c1S(=O)(=O)c1ccc(Cl)cc1
46	2	2	3	-9	4	10	1	·	-3	Cc1csc(N)n1
47	11	-3	0	-9	1	5	-2	-20	·	O=C(Nc1ccc(Cl)cc1)/C(=C/c1ccc([N+](=O)[O-])cc1)c1nc2ccccc2s1
48	-8	-1	-4	-3	3	12	0[fluorescence artefact?]	-7	8	Cc1cnc(NC(=O)CSc2nnc(C)s2)s1
49	2[fluorescence artefact?]	0	11	2	2	18	-7	0	·	COC(=O)Cc1ccc(N(Cc2ccccc2F)S(=O)(=O)c2ccc(Br)cc2)cc1
50	-9	-2	2	8	-4	21	-13	2	4	CC(C)=CCCC(C)NC(=O)NC1CCCCC1 (stereo not drawn)
51	-1	2	-1	·	-1	11	-11	·	·	C/C(=N\NC(=S)NCc1ccccc1)c1cccc(Br)c1
52	6	0	4	3	-1	12	19	-14	·	CCOc1cccc(C(=O)Nc2ccc3oc(-c4cccnc4)nc3c2)c1
53	4	1	-8	-5	-3	-1	7	0	-3	CCOc1ccccc1/C=C(/NC(=O)c1ccccc1)C(=O)N(CC)CC
54	2	-1	0	-15	0	1	-1	-4	-4	Cc1oc2ccc(OC(=O)c3cccs3)cc2c1C(=O)OC(C)C
55	-3	2	-2	-1	-3	0	6	-4	6	CCOC(=O)/C(C#N)=C1\CC2CCC1(C)C2(C)C (stereo not drawn)
56	4	-3	-3	-2	1	11	-11	-15	11	FC(F)(F)c1cccc(CN2CCC(c3cc(-c4cccs4)n[nH]3)CC2)c1
57	1	1	-4	-3	2	1	5	-1	·	COc1ccc(C2CC(c3cccs3)=NN2C(=O)c2ccco2)cc1OC (stereo not drawn)
58	-1	0	1	-2	8	5	-13	-14	-5	COc1ccc(C(C[N+](=O)[O-])c2c(C)cc3ccccn23)cc1 (stereo not drawn)
